Bioassay records deposited in PubChem by several laboratories.
GASC-1 inh: inhibitors of GASC-1 histone demethylase, primary screen, biochemical, fluorescence, DELFIA europium | GST-JMJD2C(1-420) H3K9me3 demethylation | inhibition, % at 2.35 µM | hit rate 0.069% among 330,000 | AID 2099, 2009;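 active = more than half of a compound's replicate wells show inhibition beyond 50%, single wells judged on their own value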;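 also: signal counts dimethyl H3K9 product captured on neutravidin plate; 0% = median of DMSO wells and 100% = 0.3 times that DMSO median; strong numbers were not always called active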
Target sequence (Q9H3R0 1-420 limits assumed): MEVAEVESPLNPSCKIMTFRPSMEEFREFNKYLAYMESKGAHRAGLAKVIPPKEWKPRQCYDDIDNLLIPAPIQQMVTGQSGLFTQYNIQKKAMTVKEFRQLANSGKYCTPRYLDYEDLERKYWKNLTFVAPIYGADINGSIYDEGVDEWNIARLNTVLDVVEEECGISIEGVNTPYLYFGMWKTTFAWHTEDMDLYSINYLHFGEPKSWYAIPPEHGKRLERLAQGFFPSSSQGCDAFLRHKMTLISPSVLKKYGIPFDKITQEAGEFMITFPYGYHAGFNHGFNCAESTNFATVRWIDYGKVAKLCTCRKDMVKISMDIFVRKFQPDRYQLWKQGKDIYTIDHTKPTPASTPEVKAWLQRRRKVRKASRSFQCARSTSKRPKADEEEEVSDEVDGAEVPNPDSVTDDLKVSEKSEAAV
PP5 inh: PP5 phosphatase inhibitors, primary screen, biochemical, fluorescence; Serine/threonine-protein phosphatase 5 (Homo sapiens), P53041; purified PP5c, OMFP substrate fluorescence; inhibition, % at 6.7 µM; hit rate 0.18% among 320,000;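 active = inhibition above the campaign's mean inhibition across all tested compounds plus 3 SD, cut at about 9.5% in these data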;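 also: 0% = DMSO only and 100% = 100 µM cantharidin control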
Target sequence (P53041 whole entry, looked up): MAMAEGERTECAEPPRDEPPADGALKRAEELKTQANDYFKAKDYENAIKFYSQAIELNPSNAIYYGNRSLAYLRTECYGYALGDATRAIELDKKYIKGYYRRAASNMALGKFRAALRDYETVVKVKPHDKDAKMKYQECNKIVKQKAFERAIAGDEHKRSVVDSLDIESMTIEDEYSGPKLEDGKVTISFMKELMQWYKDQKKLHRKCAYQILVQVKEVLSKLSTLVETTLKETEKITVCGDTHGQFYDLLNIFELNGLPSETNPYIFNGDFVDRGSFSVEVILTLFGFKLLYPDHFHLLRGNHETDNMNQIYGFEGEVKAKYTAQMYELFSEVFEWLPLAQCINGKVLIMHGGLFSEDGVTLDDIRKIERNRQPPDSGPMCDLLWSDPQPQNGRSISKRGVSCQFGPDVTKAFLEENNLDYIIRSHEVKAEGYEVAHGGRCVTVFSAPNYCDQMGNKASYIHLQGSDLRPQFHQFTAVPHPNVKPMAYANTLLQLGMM
PP1 inh: PP1-alpha phosphatase inhibitors, primary screen, counter-screen for PP5 inhibitor project, biochemical, fluorescence, OMFP substrate, single point; AID 2235, 2010; Serine/threonine-protein phosphatase PP1-alpha catalytic subunit (Homo sapiens), P62136; purified PP1alpha; inhibition, % at 6.7 µM; hit rate 0.9% among 320,000;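 active = inhibition above the mean inhibition of all tested compounds plus 3 SD, computed separately for each screening campaign, cut at about 15% in these data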
PREPL inh: PREPL enzyme inhibitors, primary screen, biochemical, fluorescence polarization | Prolyl endopeptidase-like (Homo sapiens), Q4J6C6 | recombinant PREPL, fluorescence polarization activity-based probe | inhibition, % at 5.96 µM | hit rate 0.68% among 320,000; in the data active = inhibition above about 43%;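 also: 0% = enzyme with DMSO and 100% = wells lacking enzyme; many of its hits are not listed in these tables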
LYPLA2 inh: LYPLA2 inhibitors, primary screen, counter-screen for PME1 inhibitor project, biochemical, fluorescence polarization, FP-Rh probe ABPP. Acyl-protein thioesterase 2 (Homo sapiens), O95372. recombinant LYPLA2. inhibition, % at 5.9 µM. hit rate 0.38% among 320,000;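 active = inhibition above the screen-wide mean plus 3 SD, limit set per campaign, cut at about 26% in these data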;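 also: 0% = LYPLA2 with DMSO and 100% = wells lacking LYPLA2 enzyme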
Efflux pump inh: inhibitors of Candida efflux pumps in yeast, primary screen, S. cerevisiae, Nile Red, multiplex | S. cerevisiae Candida pump triplex | inhibition, % at 10 µM | hit rate 0.44% among 330,000;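 active = plate passing quality check with inhibition over a set limit, or well fluorescence over plate mean plus 4 SD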;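 also: Nile Red retained in pooled yeast measured as flow cytometry median fluorescence; 0% = buffer negative control and 100% = Enniatin B positive control; higher means more Nile Red kept so more efflux inhibition; some compounds called inactive have numbers as strong as hits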
CTSL1 counter: Fasciola hepatica cathepsin L1 inhibitors, primary screen, counter-screen for PFM18AAP inhibitor project, biochemical, QFRET, fluorogenic peptide substrate; AID 1906, 2009; hit rate 0.49% among 300,000; inhibition, % at 5.96 µM; recombinant F. hepatica cathepsin L1, Z-Leu-Arg-MCA fluorescence;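 active = inhibition above the mean of all tested compounds plus 3 SD, set per screening campaign, cut at about 17% in these data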;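 also: 0% = plate median of test compound wells and 100% = 1 µM Z-Phe-Ala-diazomethylketone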
HCV core dimer: inhibitors of HCV core protein dimerization, primary screen, biochemical, TR-FRET, high-throughput; TR-FRET GST/Flag-core106 dimerization, 1536-well; hit rate 0.33% among 300,000; AID 1899, 2009; inhibition, % at 5 µM;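 active = inhibition above the mean of all tested compounds plus 3 SD, set per screening campaign, cut at about 45% in these data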
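Assay system: Tagged HCV core106 pair (GST and Flag) | Buffer or medium: KF-containing HEPES buffer, pH 7.45, DTT, CHAPS, BSA | Also added: Eu donor and XL665 acceptor anti-tag antibodies | Dosing: One concentration, 5 µM, in 0.5% DMSO | Timing: 4 h at 22.5 °C | Technique: TR-FRET 671 and 617 nm emission | Repeats: Singlicate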
TPT1 inh: Candida albicans TPT1 enzyme inhibitors, primary screen, biochemical, fluorescence polarization; tRNA 2'-phosphotransferase TPT1 (Candida albicans SC5314); recombinant caTPT1, FP RNA substrate dephosphorylation; inhibition, % at 5 µM; hit rate 0.81% among 300,000;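 active = inhibition above the mean of all tested compounds plus 3 SD, set per screening campaign, cut at about 24% in these data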;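 also: plate controls were DMSO alone for no effect and ferristatin control at 100 nM for full effect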
* marks the source's active call; other numbers are inactive results; x = no result given. Only part of the results is shown; rates above refer to the full screens.

The line under a structure holds: GASC-1 inh	PP5 inh	PP1 inh	PREPL inh	LYPLA2 inh	Efflux pump inh	CTSL1 counter	HCV core dimer	TPT1 inh
CS(=O)(=O)N1CCN(c2ccc(NC(=O)c3cc4ccccc4o3)cc2)CC1
    6	-3.1	3	0	-9	0.0	-2	8	-1
Cc1c(/C(Cc2ccccc2)=N/O)c2ccccc2n1C
    -11	6.7	6	5	4	0.2	4	-1	1
COn1c(SC2CCCCC2)nc2ccccc2c1=O
    -3	0.9	-1	0	3	0.0	7	4	-1
COc1cc(OC)c(NS(=O)(=O)c2cn(C)cn2)cc1Cl
    -3	-1.1	-6	15	0	-0.1	6	-2	-1
O=C(C1=NOC(CNc2ncc(C(F)(F)F)cc2Cl)C1)N1CCOCC1 (configuration not stated)
    14	0.3	10	3	-7	-0.1	2	-3	-1
CC1C(C)C(O)(c2ccccc2)CCN1C (configuration not stated)
    8	1.0	1	-3	-7	-0.1	1	-8	2
COc1ccccc1C(=O)NNC1CC(=O)N(c2ccc3c(c2)OCCO3)C1=O (configuration not stated)
    -6	-0.3	2	9	1	0.2	4	-6	7
Cc1ccccc1Nc1nccc(N(C)C)c1C#N
    -5	1.6	-3	-13	-2	-0.1	0	0	-2
Cc1ccc(NC(=O)c2cncc(Br)c2)cc1S(=O)(=O)N(C)C
    2	1.6	1	4	-4	0.2	1	-9	-3
CCn1ncc(C2=NOC(C(=O)Nc3c(C)nn(Cc4ccc(F)cc4)c3C)C2)c1C (configuration not stated)
    -2	0.1	2	-1	-2	0.1	0	-3	0
Cc1cc(C)n(-c2nc(Nc3ccccc3)nc(-n3nc(C)cc3C)n2)n1
    4	2.2	-2	4	0	0.2	-3	20	1
CCS(=O)(=O)N1CCN(S(=O)(=O)c2ccccc2[N+](=O)[O-])CC1
    -3	1.8	-5	14	-3	0.3	-5	5	-1
CCCCNC(=O)CC1N=C2c3ccccc3N=C(SCC(=O)Nc3ccccc3C)N2C1=O (configuration not stated)
    -1	-0.4	-1	7	-1	0.1	4	-5	-1
Cc1nnc(NC(=O)CSc2ccc3nnc(-c4cccnc4)n3n2)s1
    -16	-0.9	2	-9	-1	0.1	-2	8	3
COc1ccc(CNCc2cc3c(cc2[N+](=O)[O-])OCO3)cc1
    9	4.0	-2	1	4	0.1	8	-3	2
Cc1ccccc1C(=O)Nc1ccc2c(c1)nc(CCNC(=O)c1ccco1)n2C
    2	1.2	-3	4	3	0.0	-5	7	-1
CCCCOc1ccc(C2C(C(=O)c3ccc(C)o3)=C(O)C(=O)N2Cc2ccco2)cc1 (configuration not stated)
    10	2.2	33*	5	10	-0.7	4	36	0
CC(=O)Nc1ccc(NC(=O)CSc2nccn2Cc2ccccc2)cc1
    6	3.7	-3	6	-3	0.1	-3	-1	3
O=C(Nc1cccc(C(=O)N2CCOCC2)c1)c1ccccc1Br
    9	-0.4	-3	4	-3	0.1	-1	1	0
CC(C)COC(=O)CNc1n[nH]c(=S)[nH]c1=O
    1	0.3	-2	4	1	0.0	5	-7	-1
CSCCC(NS(=O)(=O)c1ccc(C)cc1)C(=O)N1CCCC1 (configuration not stated)
    -2	1.5	1	4	2	1.4*	-4	-4	0
CC12CCC(C(=O)NCc3cccnc3)(OC1=O)C2(C)C (configuration not stated)
    -6	1.6	5	6	3	0.1	-4	-6	0
COc1ccc(S(=O)(=O)N2CCN(CCC(=O)Nc3ccc(F)cc3)CC2)cc1
    -3	-0.2	0	0	-1	-0.6	-1	1	-1
CCCOc1ccc(-c2csc3ncn(Cc4ccc(C(=O)O)cc4)c(=O)c23)cc1
    1	-1.6	3	-4	30*	0.0	2	15	3
CC(=O)Nc1ccc(S(=O)(=O)N2CCN=C2SCc2ccccc2C)cc1
    1	3.1	-3	-2	0	0.0	0	-2	1
CCOc1cc(C(=O)NCc2ccncc2)cc(OCC)c1OCC
    9	-2.0	-3	1	8	0.1	2	0	-1
CCOC(=O)N1CCN(C(c2cccnc2)c2ccc3cccnc3c2O)CC1 (configuration not stated)
    -9	0.5	4	22	1	0.0	2	-3	-4
Cc1cc([N+](=O)[O-])nn1CC(=O)N1CCCc2ccccc21
    -5	0.6	0	4	5	0.0	-1	-2	3
CC(C)Sc1nc2ccccc2n1CC(=O)O
    -13	2.0	-2	6	7	-0.2	3	-1	-10
O=C(Nc1ccc(Br)cc1)C1CCCN1S(=O)(=O)c1cccs1 (configuration not stated)
    2	5.3	-5	-10	-3	0.7	-1	0	2
O=C(CSc1nc(C(F)(F)F)cc(=O)[nH]1)N1CCCC1
    13	1.5	-8	3	-1	0.0	-1	-5	1
COc1ccc(C2c3cc(OC)c(OC)cc3CCN2C2CC(=O)N(c3ccccc3)C2=O)cc1OC (configuration not stated)
    -3	3.7	0	15	-6	0.0	-2	1	2
O=C(COC(=O)c1c[nH]c(=O)[nH]c1=O)Nc1ccccc1Br
    14	-3.5	-6	21	1	0.1	2	-3	4
N#CCc1nn2c(-c3ccccc3)ccnc2c1C#N
    -19	0.2	-1	6	-5	1.2	-1	-6	4
CC(=O)C1=C(C)NC(=O)NC1c1ccccc1 (configuration not stated)
    5	0.0	-4	3	-1	-0.1	3	1	-2
O=C1CN(C(=O)CSc2nc3ccccc3c(=O)n2CCCN2CCOCC2)c2ccccc2N1
    -7	0.3	-4	4	3	-0.1	-1	3	3
COC(=O)C1(C(F)(F)F)N=C(C(F)(F)F)Nc2ccc(Cl)cc21 (configuration not stated)
    -2	-1.8	-2	0	5	-16	-1	4	2
O=C(Cc1cccs1)Nc1cccc(-c2nnc(-c3ccco3)o2)c1
    -4	0.9	3	-10	6	-0.1	-5	3	-3
Cn1cnc2c1c(=O)n(Cc1cccc(F)c1)c(=O)n2C
    -1	1.6	2	-8	-1	0.2	-2	-1	1
Cn1c(SC/C=C/c2ccccc2)nnc1-c1ccco1
    -13	3.0	1	-11	-2	0.2	-2	3	2
O=C(NCC(c1cccnc1)N1CCOCC1)c1cccs1 (configuration not stated)
    5	0.7	-2	-2	-3	0.0	-3	0	-4
Cc1ccc(CNC(=O)CN2C(=O)COc3ccc(S(=O)(=O)N4CCC(C)CC4)cc32)o1
    2	-0.1	-1	-3	-7	-0.1	2	6	0
O[C@@H]([C@H](O)[C@H](O)CBr)[C@H](O)CBr
    4	-0.5	-3	1	-6	0.0	26*	-4	-1
Cn1c(=O)[nH]c(=O)c2c1nc(N1CCCCC1)n2CCOc1ccccc1
    -5	0.5	-3	7	7	-0.3	-2	5	-2
CC(OC(=O)c1ccccc1NCCO)C(=O)NCC(=O)Nc1ccc(F)c(F)c1F (configuration not stated)
    19	1.0	4	9	2	-1.2	0	0	-4
Cc1cc(C)c2cc(CN(CCCO)S(=O)(=O)c3ccccc3F)c(=O)[nH]c2c1
    -4	2.6	-2	0	3	-0.2	1	-1	6
CCOC(=O)c1cccc(N2C(=O)C3C(C2=O)C2C=CC3C23CC3)c1 (configuration not stated)
    -4	-1.1	0	7	2	0.0	-6	1	-3
Cc1ccc(NC(=S)NCCc2ccc(Cl)cc2)c(C)c1
    -18	0.6	3	-17	8	0.0	0	12	1
COc1cc(/C=C2\C(=N)N3N=C(S(C)(=O)=O)SC3=NC2=O)ccc1OC(=O)c1cccs1
    9	2.4	1	76*	12	-0.5	-2	22	-4
COc1ccc(S(=O)(=O)n2nc(OC(C)=O)cc2N)cc1
    0	-0.2	3	-12	-2	x	-15	2	-5

Next section:
The line under a structure holds: GASC-1 inh	PP5 inh	PP1 inh	PREPL inh	LYPLA2 inh	Efflux pump inh	CTSL1 counter	HCV core dimer	TPT1 inh
CCOC(=O)c1cnc2cc(Cl)c(OC)cc2c1NCC1CCCO1 (configuration not stated)
    0	1.1	0	9	6	-0.1	3	5	-3
CS(=O)(=O)N1CCC(C(=O)NCc2ccc(F)cc2Cl)CC1
    7	-2.5	-5	3	2	0.1	-3	-3	2
O=C(CC1C(=O)NC2CCCCC2N1C(=O)c1ccc([N+](=O)[O-])cc1)Nc1ccccc1 (configuration not stated)
    1	1.0	-2	8	-6	0.2	-1	1	2
CC1CCCN(S(=O)(=O)c2cc3c4c(c2)C(C)C(=O)N4CCC3)C1 (configuration not stated)
    7	-0.4	-1	-4	-6	-0.2	0	-4	-1
O=C(Cn1c(=O)cnc2ccccc21)N1CCN(S(=O)(=O)c2ccc(F)cc2)CC1
    -3	-0.6	-3	6	2	-0.1	-3	0	-1
Cc1occc1-c1nnc(SCC(=O)c2c[nH]c3ccccc23)n1C
    33	2.9	-2	21	-10	-0.1	0	-5	3
COCCN(C(=O)COC(=O)CCS(=O)(=O)c1ccccc1)c1c(N)n(Cc2ccccc2)c(=O)[nH]c1=O
    2	-1.0	-3	-9	2	0.1	-35	-2	0
CC(=O)Nc1ccc(S(=O)(=O)Nc2ccc(Cl)nn2)cc1
    4	-1.1	-2	2	-5	0.1	3	-4	-1
CCCCCCCC(=O)N/N=C/c1cccnc1
    -1	-1.0	-3	-9	2	-0.1	2	-2	-4
O=C(NCc1ccc(F)cc1)N1CCN(S(=O)(=O)c2ccccc2F)CC1
    -2	1.8	0	3	-3	0.0	1	-12	-5
CCOc1ccc(/C=N/O)cc1
    3	1.6	1	-6	-2	0.1	-2	-3	-3
CN1CCN(c2nc(-c3cc4ccccc4o3)cs2)CC1
    -1	0.3	-2	23	-9	0.3	1	2	-5
O=C(COC(=O)C1=COCCO1)Nc1cc(S(=O)(=O)N2CCCCC2)ccc1Cl
    -13	1.6	-2	1	4	0.3	0	-1	1
O=C(Nn1c(-c2ccc(F)cc2)nc2ccccc2c1=O)c1cccnc1
    14	0.9	-4	1	-3	0.0	-1	-1	4
Cc1c(NC(=O)/C(C#N)=C/c2cccs2)c(=O)n(-c2ccccc2)n1C
    -6	2.0	0	6	0	-0.1	3	-5	-1
CC1(C)CC(=O)c2sc(NC(=O)C3COc4ccccc4O3)nc2C1 (configuration not stated)
    6	0.3	3	12	0	-0.1	12	-6	-3
O=C(Cc1ccccc1)NCc1ccncc1
    -3	-1.0	-1	8	-3	0.0	0	-4	-1
CC(C)C(NC=C1C(=O)OC(C)(C)OC1=O)C(=O)O (configuration not stated)
    -4	-0.5	1	1	0	0.3	0	5	0
COc1ccc(OC)c(S(=O)(=O)NC2CC2)c1
    26	1.3	-2	7	2	-0.1	-1	-8	-2
COc1ccc(OC)c(NC(=O)c2cc(-c3cc(Cl)ccc3O)n[nH]2)c1
    3	0.2	10	9	-19	-0.1	1	8	-1
